# Source: PubChem BioAssay
# RGS4 act: RGS4 potentiation or activation | HEK293 M3R/inducible RGS4, carbachol calcium flux Fluo4; active compounds read low | B-score at 10 µM | 310,000 compounds, 0.92% hits | AID 463111;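 active means B-score of the integrated calcium signal more than 4 SD below the library mean, with starting fluorescence not abnormally high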;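 further: negative B-score means reduced calcium response which marks RGS4 activation or potentiation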
#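 Material: Inducible-RGS4 HEK293 cells carrying M3 receptor; also added: carbachol at ECmax as muscarinic agonist stimulus; incubation: compound preincubation 20 min at room temperature before agonist; signal: Fluo4-AM (2 µM) calcium-flux fluorescence, kinetic read; measure: integrated calcium ratio converted to B score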
# hERG protect: compounds protecting human hERG from proarrhythmic drug block | CHO-hERG, FluxOR thallium flux, dofetilide IC70 present | activation (rescue from dofetilide block), less the hit threshold, % at 10 µM | 310,000 compounds, 0.51% hits;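 active means activation above the mean of controls blocked by dofetilide plus 5 SD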;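 further: thallium influx through hERG after potassium depolarization seen as dye fluorescence rise; in these data hits start at about 4.7%; inactives centre near -7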
# GSK3B inh: human GSK3beta kinase inhibition | P49841 | GST-GSK3beta kinase, ADP-Glo luminescence, 60 min; active compounds read low | activity score (negative = inhibition), % at 10 µM | 300,000 compounds, 0.038% hits;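 active means more than half of replicate wells score below -50%, meaning over 50% inhibition versus plate controls; inconclusive means some replicates but at most half score below -50%; inactive means no replicate scores below -50%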;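 further: 0% = median DMSO wells and -100% = median GW8510 positive control wells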
#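 Test system: GST-tagged human GSK3beta kinase, cell-free; evaluation: activity score scaled between in-plate DMSO and GW8510 controls; measured by: ADP-Glo luminescence; incubation: 60 min reaction, RT; benchmarks: DMSO and 20 µM GW8510; reagent: peptide substrate plus 25 µM ATP (final); medium: Tris/MgCl2 kinase buffer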
# KCNQ1 inh: inhibitors of human KCNQ1 potassium channel; B-score at 10 µM; 310,000 compounds, 1.3% hits; P51787; AID 2642; CHO-K1 KCNQ1, FluxOR thallium flux fluorescence; active compounds read high;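 active means compounds whose thallium flux B-score, printed positive for inhibition, exceeds three library SD while starting fluorescence stays within three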;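 further: channel opened by potassium depolarization with thallium stimulus after 20 min compound exposure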
# Target sequence (P51787 whole entry, looked up): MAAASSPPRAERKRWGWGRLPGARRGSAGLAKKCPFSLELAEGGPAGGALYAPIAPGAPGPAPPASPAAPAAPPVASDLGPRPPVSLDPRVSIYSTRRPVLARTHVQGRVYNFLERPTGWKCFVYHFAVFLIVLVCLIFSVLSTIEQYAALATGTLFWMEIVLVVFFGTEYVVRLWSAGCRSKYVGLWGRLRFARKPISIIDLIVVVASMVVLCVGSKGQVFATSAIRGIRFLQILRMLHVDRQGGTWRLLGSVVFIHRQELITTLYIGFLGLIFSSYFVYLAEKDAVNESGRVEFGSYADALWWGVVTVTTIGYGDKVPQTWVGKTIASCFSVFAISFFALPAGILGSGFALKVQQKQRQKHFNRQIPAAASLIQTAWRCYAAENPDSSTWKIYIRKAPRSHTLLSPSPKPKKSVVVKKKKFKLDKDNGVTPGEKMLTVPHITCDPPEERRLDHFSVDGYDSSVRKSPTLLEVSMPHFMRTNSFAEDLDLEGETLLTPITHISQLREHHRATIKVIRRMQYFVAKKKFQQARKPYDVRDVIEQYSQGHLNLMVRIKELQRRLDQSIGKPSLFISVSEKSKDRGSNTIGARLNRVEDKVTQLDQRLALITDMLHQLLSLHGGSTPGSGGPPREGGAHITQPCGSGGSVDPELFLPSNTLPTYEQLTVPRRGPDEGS
# DYRK1A inh: Dyrk1A (rat) kinase inhibition | Q63470 | ADP-Glo luminescence, NFATc1 peptide | inhibition, % at 12.5 µM | 310,000 compounds, 0.43% hits | AID 504441; in the data active means inhibition above about 50%;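 further: plate controls were vehicle with enzyme for no effect and no enzyme for full effect; many of its hits are not listed in these tables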
# KCNK9 inh: inhibitors of human KCNK9 two-pore domain potassium channel; 310,000 compounds, 1.2% hits; HEK293 KCNK9, FluxOR thallium flux fluorescence; active compounds read low; Q9NPC2; AID 488922; B-score at 10 µM;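 active means ratio B-score over 3 SD below the library mean, with starting fluorescence within 5 SD of its mean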;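 further: negative B-score means less thallium flux so channel inhibition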
# HDAC3 inh: human HDAC3 inhibition; recombinant HDAC3, fluorogenic peptide/trypsin coupled, fluorescence; O15379; 320,000 compounds, 0.15% hits; inhibition, % at 8.3 µM; AID 2718; in the data active means inhibition above about 26%, passing the limit was not always enough; inconclusive means no clear call, values can overlap the other calls
# KCNK3 inh: human KCNK3 channel inhibition, primary screen | CHO-KCNK3 thallium flux, FluxOR fluorescence; active compounds read low | 340,000 compounds, 0.84% hits | B-score at 10 µM | O14649 | AID 602410;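 active means B-score under library mean minus 4 SD, starting fluorescence ratio at most library mean plus 5 SD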;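 further: more negative B-score means stronger inhibition of thallium flux through KCNK3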
# Target sequence (O14649 whole entry, looked up): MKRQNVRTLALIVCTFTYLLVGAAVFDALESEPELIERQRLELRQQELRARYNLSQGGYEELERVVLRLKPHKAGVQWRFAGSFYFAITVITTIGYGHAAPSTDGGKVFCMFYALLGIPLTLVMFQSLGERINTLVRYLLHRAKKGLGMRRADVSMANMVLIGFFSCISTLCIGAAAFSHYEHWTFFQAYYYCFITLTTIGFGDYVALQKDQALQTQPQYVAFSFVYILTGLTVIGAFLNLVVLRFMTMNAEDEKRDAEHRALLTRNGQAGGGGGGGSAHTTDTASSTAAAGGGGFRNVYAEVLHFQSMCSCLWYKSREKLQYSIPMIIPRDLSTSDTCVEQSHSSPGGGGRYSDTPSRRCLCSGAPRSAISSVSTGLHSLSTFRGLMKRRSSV
# KCNQ1 pot: human KCNQ1 channel potentiation or activation. P51787. CHO-K1 KCNQ1, thallium flux FluxOR fluorescence; active compounds read high. B-score at 10 µM. 310,000 compounds, 0.35% hits. AID 2648;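 active means fluorescence ratio B-score, a plate-corrected score, at least three library SD, with initial intensity B-score within 5 SD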
#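 assay system = KCNQ1-transfected CHO-K1 cells | medium = assay buffer with matched DMSO | probe or stimulus = depolarizing K+/Tl+ stimulus, K2SO4 and Tl2SO4 each 12.5 mM in 5x stock | dosing = single dose | incubation = dye 90 min, compound 20 min, room temperature | detection = kinetic FluxOR fluorescence, 10 s baseline plus 110 s post-stimulus | evaluation = ratio B score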
# PolyA inhibitor: yeast polyadenylation inhibition | S. cerevisiae SKY197-pL101 polyadenylation reporter, beta-gal luminescence; efflux-impaired pdr1/pdr3 knockout yeast; score 100 = 6 SD above DMSO | calls only at 12 µM | 300,000 compounds, 0.02% hits | AID 1875;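 active means lowest replicate activity score at least 50, where 100 means six control SD above control mean; inconclusive means lowest score under 50 but half or more replicates reach 50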;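 further: yeast exposed to compound for 9 h at 30 °C; higher score means more reporter readthrough which indicates perturbed polyadenylation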
# GSK3 alpha inh: blocks human GSK-3 alpha kinase | P49840 | ADP-Glo luminescence, 60 min | inhibition, % at 10 µM | 320,000 compounds, 0.1% hits | AID 2650;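 in the data active means inhibition above about 50%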;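 further: GST-tagged GSK-3 alpha with peptide substrate and 25 µM ATP; 0% = DMSO neutral wells and 100% = GW8510 positive control wells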
# An asterisk follows results filed as active; i = inactive; u = inconclusive; x = not tested or not shown.
# Key to letters: A = RGS4 act; B = hERG protect; C = GSK3B inh; D = KCNQ1 inh; E = DYRK1A inh; F = KCNK9 inh; G = HDAC3 inh; H = KCNK3 inh; I = KCNQ1 pot; J = PolyA inhibitor; K = GSK3 alpha inh
Cc1ccccc1-c1nnc(-c2ccc(Br)cc2)o1
  A: i	B: -11.2	C: -4.9	D: i	E: 1.6	F: i	G: -8.7	H: i	I: i	J: i	K: -0.7
CCOc1ccc(C(=O)Nc2nc(C)c(C(=O)OC)s2)cc1
  A: i	B: -3.5	C: 3.2	D: i	E: x	F: i	G: -2.9	H: i	I: i	J: i	K: 0.4
CCN(CC)S(=O)(=O)c1ccc(NC(=O)Cn2c(=O)sc3ccccc32)cc1
  A: i	B: -2.1	C: -9.9	D: i	E: 0.7	F: i	G: 3.1	H: i	I: i	J: i	K: 0.0
Cc1nn(CC(=O)Nc2nccs2)c(C)c1[N+](=O)[O-]
  A: i	B: -14.3	C: 0.2	D: i	E: -2.0	F: i	G: -8.3	H: i	I: i	J: i	K: -0.1
Cc1cc(Cl)ccc1C(=O)C1CCCN(C(=O)CCN2CCCO2)C1 (centres undefined)
  A: i	B: -14.2	C: 1.4	D: i	E: -10.4	F: i	G: -4.6	H: i	I: i	J: i	K: -1.4
O=C(NCC1CCCO1)C1CCN(C2CCN(C(=O)CC3CCCC3)CC2)CC1 (centres undefined)
  A: i	B: -6.2	C: 1.5	D: i	E: -1.9	F: i	G: 0.3	H: i	I: i	J: i	K: -1.7
CC(C)CC(=O)NC(=S)Nc1cc(C(F)(F)F)ccc1N1CCOCC1
  A: i	B: -3.8	C: 0.2	D: i	E: -3.1	F: i	G: 19.4	H: i	I: i	J: i	K: -3.2
Nc1nonc1-c1nc2ccccc2n1CC(=O)N/N=C\c1ccc(-c2ccc(Cl)cc2)o1
  A: i	B: -3.5	C: -5.2	D: i	E: 15.1	F: i	G: -12.0	H: i	I: i	J: i	K: 2.8
COc1cccc(C(=O)Nc2cccc(-c3nc4ncccc4o3)c2C)c1
  A: i	B: -3.0	C: 0.3	D: i	E: -0.9	F: i	G: -0.9	H: i	I: i	J: i	K: -5.2
CCn1nc(C)c(/C=N/NC(=O)Cc2ccc(Cl)cc2)c1C
  A: i	B: -13.6	C: -1.4	D: i	E: -4.7	F: i	G: x	H: i	I: i	J: i	K: x
Cc1ccc(-c2nnc(SCC(=O)Nc3sc(C)c(C)c3C#N)n2C)cc1
  A: i	B: -5.2	C: 1.6	D: i	E: 16.5	F: i	G: 2.7	H: i	I: i	J: i	K: -3.7
CC(C)C[C@H](NC(=O)N1CCn2c1nc1ccccc12)C(=O)N1CCCCC1
  A: i	B: -1.6	C: 1.3	D: i	E: -3.6	F: i	G: 5.2	H: i	I: i	J: i	K: -1.3
O=C(c1nc2ncccn2n1)N1CCN(c2ccc(F)cc2)CC1
  A: i	B: -2.0	C: 1.3	D: i	E: x	F: i	G: -3.6	H: i	I: i	J: i	K: -1.9
C=CCNC(=O)CCC(=O)NNc1nc2ccccc2c2nc(-c3ccccc3)nn12
  A: i	B: -14.2	C: -5.3	D: i	E: 1.3	F: i	G: 3.8	H: i	I: i	J: i	K: -3.8
O=C(CCNC(=O)C1CCN(S(=O)(=O)c2ccccc2)CC1)NCc1ccc(Cl)cc1
  A: i	B: -9.5	C: -23.1	D: i	E: -4.4	F: i	G: -0.1	H: i	I: i	J: i	K: -4.7
CCc1ccc(NC(=O)c2ccccc2Br)cc1
  A: i	B: -11.5	C: -1.2	D: i	E: -0.1	F: -7.37*	G: 2.2	H: i	I: i	J: i	K: -0.5
CN(C(=O)COn1nnc2ccc(S(=O)(=O)N3CCOCC3)cc21)c1ccccc1
  A: i	B: -16.5	C: 1.3	D: i	E: -1.5	F: i	G: -8.3	H: i	I: i	J: i	K: 0.2
CCOC(=O)c1c(-c2ccc(C)o2)csc1NC(=S)NC(=O)c1ccc(F)cc1
  A: i	B: -5.3	C: 1.4	D: i	E: 2.5	F: i	G: u	H: i	I: i	J: i	K: -0.2
NC(=O)Nc1ccc(Oc2ncc(C(F)(F)F)cc2Cl)cc1
  A: i	B: -9.8	C: 0.0	D: i	E: -1.1	F: i	G: -1.7	H: i	I: i	J: i	K: -1.3
COCCN(C(=O)CNC(=O)c1ccco1)C(C(=O)NC1CCCC1)c1ccccc1 (centres undefined)
  A: i	B: -1.5	C: -7.8	D: i	E: -0.6	F: i	G: -2.3	H: i	I: i	J: i	K: 0.7
CC(=O)Oc1ccc(Cl)cc1/C=C/c1cc(OC(C)=O)c2ccccc2n1
  A: i	B: -3.9	C: -2.7	D: i	E: x	F: i	G: -0.3	H: x	I: i	J: i	K: -0.4
COC(=O)C1C2C=CC(C3CC23)C1C(=O)OCC(=O)c1ccccc1 (centres undefined)
  A: i	B: -11.5	C: 1.3	D: i	E: 3.4	F: i	G: -1.4	H: i	I: i	J: i	K: -0.4
C=C1c2cc(C)c(C)cc2NC(=O)N1c1ccccc1
  A: i	B: 1.2	C: -1.2	D: i	E: -3.0	F: i	G: -0.9	H: i	I: i	J: i	K: -0.3
C#CCNC(=O)C1CCN(c2ccc(S(=O)(=O)N3CCOCC3)cc2Cl)CC1
  A: i	B: -9.7	C: -0.8	D: i	E: x	F: i	G: 5.7	H: i	I: i	J: i	K: -9.9
Cc1cc(S(=O)(=O)N2CCCC2)ccc1OCC(=O)N1CCC(C(N)=O)CC1
  A: i	B: -8.8	C: -2.9	D: i	E: -1.1	F: i	G: -3.8	H: i	I: i	J: i	K: -0.8

# 3 entries out of the list above, arranged by their value in GSK3 alpha inh, largest number first:
smiles	GSK3 alpha inh
Nc1nonc1-c1nc2ccccc2n1CC(=O)N/N=C\c1ccc(-c2ccc(Cl)cc2)o1	2.8
Cc1cc(S(=O)(=O)N2CCCC2)ccc1OCC(=O)N1CCC(C(N)=O)CC1	-0.8
COc1cccc(C(=O)Nc2cccc(-c3nc4ncccc4o3)c2C)c1	-5.2

# The results go on:
# Key to letters: A = RGS4 act; B = hERG protect; C = GSK3B inh; D = KCNQ1 inh; E = DYRK1A inh; F = KCNK9 inh; G = HDAC3 inh; H = KCNK3 inh; I = KCNQ1 pot; J = PolyA inhibitor; K = GSK3 alpha inh
COc1ccc(CCN(C)C(=O)c2cnc(C)cn2)cc1OC
  A: i	B: -5.9	C: -1.9	D: i	E: -3.1	F: i	G: -2.9	H: i	I: i	J: i	K: -1.5
Cc1ccc(N2C(=O)CSC2c2ccccn2)cc1Cl (centres undefined)
  A: i	B: -7.1	C: 1.9	D: i	E: -4.0	F: i	G: -0.8	H: i	I: i	J: i	K: -5.4
Cn1c(=O)n(CCCO)c(=O)c2c1nc1n2CCCN1Cc1ccccc1
  A: i	B: -6.0	C: 1.2	D: i	E: -1.4	F: i	G: -9.0	H: i	I: i	J: i	K: -2.4
Cc1cccc(-c2noc(CCCOc3ccc(Cl)cc3Cl)n2)c1
  A: i	B: -8.0	C: -1.1	D: i	E: -4.2	F: i	G: 1.3	H: i	I: i	J: i	K: -2.7
CC(Sc1nc2cc([N+](=O)[O-])ccc2n1-c1cccc(C(F)(F)F)c1)C(=O)NC(N)=O (centres undefined)
  A: i	B: -8.2	C: 0.3	D: i	E: 4.7	F: i	G: -0.8	H: i	I: i	J: i	K: -1.5
CC(NC(=O)COC(=O)Cc1ccc(-c2ccccc2)cc1)c1ccccc1 (centres undefined)
  A: i	B: -3.2	C: -2.4	D: i	E: -2.3	F: i	G: 4.1	H: i	I: i	J: i	K: 0.3
CCOc1cccc(C(=O)Nc2ccc3c(c2)OCCO3)c1
  A: i	B: 0.1	C: 2.3	D: i	E: 0.1	F: i	G: 3.0	H: i	I: i	J: i	K: 9.0
O=C(CN(c1ccc(Cl)cc1)S(=O)(=O)c1ccccc1)N/N=C/c1ccco1
  A: i	B: -12.5	C: 2.4	D: i	E: -11.3	F: i	G: 4.2	H: i	I: i	J: i	K: 1.2
O=C(COC(=O)COc1ccc(Cl)cc1)Nc1ccc(F)c([N+](=O)[O-])c1
  A: i	B: -7.1	C: 14.6	D: i	E: -0.5	F: i	G: -3.7	H: i	I: i	J: i	K: -2.9
Cn1c(CC(=O)Nc2ccccc2F)nnc1SCC(=O)Nc1nncs1
  A: i	B: -8.4	C: 0.8	D: i	E: -5.5	F: i	G: -3.1	H: i	I: i	J: i	K: -5.1
CCOC(=O)C1=C(COC(=O)COc2ccc(C(=O)CC)cc2)NC(=O)NC1C (centres undefined)
  A: i	B: -22.4	C: -0.3	D: i	E: 11.8	F: i	G: 0.2	H: i	I: i	J: i	K: -2.3
O=C1N(Cc2ccccc2F)c2ccccc2C12OCCCO2
  A: i	B: -11.2	C: 3.1	D: i	E: -5.2	F: i	G: 0.1	H: i	I: i	J: i	K: x
CCc1ccc(CN2CCSCC2)cc1
  A: i	B: -4.8	C: 2.0	D: i	E: x	F: i	G: 1.3	H: i	I: i	J: i	K: -3.6
COC(=O)C1=C(O)CSC1=Nc1ccc(C)cc1
  A: i	B: -2.3	C: 1.0	D: i	E: -0.3	F: i	G: -5.7	H: i	I: i	J: i	K: -2.7
CCN(CC)S(=O)(=O)c1ccc(NC2c3ccccc3C(=O)N2CCN2CCOCC2)cc1 (centres undefined)
  A: i	B: -7.3	C: -1.2	D: i	E: -4.2	F: i	G: -1.3	H: i	I: i	J: i	K: -1.3
C1=C(c2ccco2)N2CCN=C2S1
  A: i	B: -2.6	C: -1.2	D: i	E: 8.1	F: i	G: -2.0	H: i	I: i	J: i	K: -1.0
CC(CCc1ccc(O)cc1)NCc1ccc(Cl)cc1Cl (centres undefined)
  A: i	B: -5.2	C: 0.3	D: i	E: 1.7	F: i	G: 4.2	H: i	I: i	J: i	K: -4.5
CCOc1ccc(-n2ccnc2SCC(=O)Nc2nnc(C)s2)cc1
  A: i	B: -11.7	C: -1.6	D: i	E: -3.9	F: i	G: -12.4	H: i	I: i	J: i	K: -3.3
COc1ccc(-c2nc(-c3ccccc3OC)no2)cc1OC
  A: i	B: -16.3	C: -3.1	D: i	E: 2.3	F: i	G: 6.8	H: i	I: i	J: x	K: -0.2

# Some of the compounds tested; the hit share may differ from the screen's.
